TDP1 inh = TDP1 (human) enzyme inhibition; Q9NUW8; recombinant TDP1, AlphaScreen DNA substrate cleavage; Potency, µM (series often up to 130 µM), inactives show at the top dose activity change, negative = inhibition, actives largely listed as inhibitors; 350,000 tested, 0.28% active; AID 485290; further: nearly all actives have a fitted effect of over 40% in size
Target sequence (Q9NUW8 whole entry, looked up): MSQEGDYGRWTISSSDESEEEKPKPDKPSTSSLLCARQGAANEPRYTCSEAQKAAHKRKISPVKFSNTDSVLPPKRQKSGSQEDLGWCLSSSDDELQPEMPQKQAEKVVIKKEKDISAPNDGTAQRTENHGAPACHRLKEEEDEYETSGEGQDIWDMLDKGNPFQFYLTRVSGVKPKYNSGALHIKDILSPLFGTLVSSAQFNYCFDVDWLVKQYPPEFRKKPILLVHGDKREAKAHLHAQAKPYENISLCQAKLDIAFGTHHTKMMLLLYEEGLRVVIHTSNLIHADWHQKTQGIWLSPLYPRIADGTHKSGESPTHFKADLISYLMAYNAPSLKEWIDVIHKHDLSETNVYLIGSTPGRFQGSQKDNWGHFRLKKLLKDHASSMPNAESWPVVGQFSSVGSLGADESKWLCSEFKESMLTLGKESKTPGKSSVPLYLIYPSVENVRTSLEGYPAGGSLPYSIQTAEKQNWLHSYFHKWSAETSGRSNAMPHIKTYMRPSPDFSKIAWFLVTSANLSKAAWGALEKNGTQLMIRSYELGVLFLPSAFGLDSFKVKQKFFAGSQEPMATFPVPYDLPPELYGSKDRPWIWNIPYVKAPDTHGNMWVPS
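Steps: enzyme plus compound, 15 min RT; add biotin/phosphotyrosine-FITC oligonucleotide (15 nM final), react 5 min; add donor/acceptor beads (10 ug/ml final), 10 min; read AlphaScreen. Tdp1 at 1 nM final.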
TDP1 cell CPT = DT40-hTDP1 cell growth loss with CPT; chicken DT40 Tdp1-/-;hTDP1 cells + 20 nM CPT, ATP luminescence, 48 h; Potency, µM (series often up to 46.2 µM), without a hit: at the highest dose activity change, negative = growth inhibition, hits mostly inhibitors; 420,000 tested, 12% active; further: nearly all actives have a fitted effect of over 55% in size
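Chicken DT40 Tdp1-/- cells stably complemented with human TDP1 were seeded at 400 cells/well in medium containing 20 nM camptothecin, exposed to pin-transferred compounds, and grown at 37 °C for at least 48 hr. Viability was read as ATP luminescence.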
TDP1 cell noCPT = qHTS for Inhibitors of human tyrosyl-DNA phosphodiesterase 1 (TDP1): qHTS in cells in absence of CPT; 420,000 tested, 15% active; Potency, µM (highest dose often 46.2 µM), without a hit: at the top dose activity change, negative = growth inhibition, usual class: inhibitors; DT40 Tdp1-/- hTDP1 cells, no CPT, ATP luminescence, 48 h; AID 686978, 2013; further: nearly all actives have a fitted effect of over 55% in size
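Luminescent ATP content (CellTiter-Glo) served as the growth readout. Knockout chicken DT40 cells expressing human TDP1 were exposed to compounds without camptothecin for a minimum 48 hr at 37 °C.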
* = called active by the depositor; ? = inconclusive; · = no result given; & = joins results of further samples; [ ] = remark or other dose. The call rests on the fitted dose curve; in most records, active means well fitted curve in the direction sought with a large enough effect; inconclusive means small, poorly fitted or top-dose-only effect, or another doubt; inactive means no such curve, though single readings can be large; an effect the other way counts as inactive or inconclusive. On the % scale 0 is the no-effect control and ±100 the full control effect; potency means the concentration at half of the fitted maximal effect. Outcome played no part in choosing rows. About 18% of those tested had a hit in this group.

| structure | TDP1 inh | TDP1 cell noCPT | TDP1 cell CPT |
| --- | --- | --- | --- |
| COc1c(-c2ccccc2)oc2c(ccc3occc32)c1=O | -4.0% | ? | -18.4%&23.6% |
| N=c1c2c3c(sc2ncn1CCN1CCOCC1)CCCC3 | 2.0% | ? | ? |
| C[C@H](CO)N1C[C@H](C)[C@H](CN(C)C(=O)Nc2ccc(C(F)(F)F)cc2)Oc2c(NC(=O)c3ccncc3)cccc2C1=O | -11.0% | ? | ? |
| CC(=O)Nc1ccc(/C=C(\C#N)C(=O)NCc2ccccc2)cc1 | 1.1% | ? | -20.4% |
| O=C(Nc1ccc(Nc2ccncc2)cc1)c1ccc(Nc2ccnc3ccc([N+](=O)[O-])cc23)cc1 | -12.3% | 2.3% | -1.2% |
| C/C(=N\NC(=O)Cc1ccc(F)cc1)c1ccc(O)cc1 | 5.3% | ? | -27.0% |
| COc1cc(CNC(=O)c2cc3ccccc3oc2=O)cc(OC)c1OC | · | -0.1% | -8.0% |
| COc1ccccc1C(=O)C1CCCN(Cc2cccc(OCCO)c2)C1 (configuration not stated) | · | -9.8% | -4.2% |
| Cc1nc2ccc(NC(=O)c3cccc(S(=O)(=O)N(C)c4ccccc4)c3)cc2s1 | -3.5% | 6.51µM* | 3.66µM* |
| CN1CC=C2C(C#N)=C(N)C(C#N)(C#N)C(CCc3ccccc3)C2C1 (configuration not stated) | 5.3% | ? | ? |
| CCSc1nnc(NC(=O)[C@@H](NC(=O)c2ccccc2)C(C)C)s1 | 4.7% | -27.0% | -2.1% |
| NC(=O)C1CCCN(CC(O)COCc2ccc(Cl)cc2)C1 (configuration not stated) | · | -17.5% | 4.1% |
| CCN(Cc1ccc2c(c1)OCO2)C(=O)CSc1nc(C)nc2sc(C)c(C)c12 | 0.9% | ? | ? |
| CCN(CC)C(=O)c1cccc(NC(=O)c2ccccc2OCc2c(C)noc2C)c1 | -0.1% | ? | -29.4% |
| O=C(Oc1c(CN2CCOCC2)cc(Cl)c2cccnc12)c1ccccc1Br | 8.2% | 4.61µM* | 4.61µM* |
| O=C(N/N=C/c1ccco1)c1ccn[nH]1 | -1.2% | 1.0% | -1.0% |
| Cc1ccc(S(=O)(=O)NCCNc2ccc([N+](=O)[O-])cc2C(F)(F)F)cc1 | 9.8% | ? | ? |
| Cc1ccc(N2C(=O)CSC23C(=O)N(CC(=O)NC2CCCCC2)c2ccccc23)cc1C (configuration not stated) | 2.1% | ? | -16.7% |
| O=c1c2ccccc2c(C=Nc2ccc(O)cc2)c(O)n1Cc1ccccc1 | · | -1.0% | 4.1% |
| Fc1c(F)c(C(F)(F)F)c(F)c(F)c1N/N=C\c1cccs1 | -1.0% | 18.4µM* | 16.4µM* |
| COc1cc(/C=C/C(=O)O[C@H]2[C@H](O[C@@H]3O[C@@H](C)[C@H](O)[C@@H](O)[C@H]3O)[C@@H](O)[C@H](OCCc3ccc(O)c(OC)c3)O[C@@H]2CO)ccc1O | -2.3% | -0.6% | -17.3% |
| COc1ccc(-c2nc(SC(C)C(=O)Nc3ccc(NC(C)=O)cc3)n[nH]2)cc1 (configuration not stated) | · | -18.5% | 0.6% |
| Cc1ccc(-n2c(=O)[nH]c3c(C(N)=O)nc(-c4ccc(C)o4)nc32)cc1 | -6.1% | 13µM* | 9.2µM* |
| CCC(=O)N1CCc2cc(CNS(=O)(=O)c3ccc(C(C)C)cc3)ccc21 | 3.8% | ? | ? |
| COc1ccccc1-c1cnc(C(O)c2ccc(F)c(C)c2)[nH]1 (configuration not stated) | · | -29.5% | ? |

The list goes on.
| structure | TDP1 inh | TDP1 cell noCPT | TDP1 cell CPT |
| --- | --- | --- | --- |
| Cc1ccc(OCCSc2nc3ccccc3n2CCC(=O)O)cc1C | -2.2%[12.3 µM] | ? | ? |
| CCOC(=O)c1nnn(-c2nc(N(C)C)nc(N(C)C)n2)c1C | 2.3% | -9.7% | 10.2% |
| Cc1c(C#N)c2ccccc2n1CC(=O)NCC1CCCO1 (configuration not stated) | 6.1% | 1.9% | -2.0% |
| c1ccc2oc(-c3nn4c(Cn5cnc6ccccc65)nnc4s3)cc2c1 | · | ? | ? |
| COc1ccc(NC(=S)NC(=O)/C=C/c2cccs2)cc1 | 5.0% | ? | ? |
| O=c1[nH]c2ccccc2c(=O)c2ccccc12 | · | -25.5% | -7.4% |
| CC(=O)c1c(C)nn(C(=O)c2cccs2)c1C | -6.5% | -17.7% | -1.5% |
| Cc1c(N/C=C(\Cl)C(=O)C(F)(F)F)c(=O)n(-c2ccccc2)n1C | -1.2% | -26.3% | -29.8% |
| CCCNC(=O)CSc1nnc(NC(=O)C2CC(=O)N(c3ccccc3OC)C2)s1 (configuration not stated) | · | 3.3% | -11.0% |
| Cc1ccc(-n2c(Cc3ccccc3)nnc2SCc2nc(-c3cccs3)no2)cc1 | 3.7% | ? | ? |
| O=c1cc(NS(=O)(=O)c2ccccc2)nc(SCc2c(Cl)cccc2Cl)[nH]1 | 4.2% | -8.6% | -16.1% |
| CC(C)(C)OC(=O)C[C@H]1C/C=C\C[C@H](CC(=O)N(CCO)Cc2ccccc2)C(=O)N[C@@H](Cc2ccccc2)COC1=O | 1.6% | ? | 16.4µM* |
| COc1ccccc1NC(=O)CC(=O)c1ccccc1 | · | ? | 5.0% |
| O=S(=O)(c1ccc2ccccc2c1)N1CCN(C(=S)Nc2ccc(F)c(Cl)c2)CC1 | 1.2% | ? | ? |
| Cc1cc(C(=O)Nc2ccc(S(=O)(=O)Nc3onc(C)c3C)cc2)c(C)o1 | 4.3% | 21.9% | -13.8% |
| Cn1c(SCC#N)nc2ccccc2c1=O | -0.4% | -21.9%&-16.3% | 18.9%&-9.4% |
| COC(=O)c1c(NC(=O)CN2CCN(c3ccccc3)CC2)c2c(C)cccc2n1C | 3.0% | ? | ? |
| COc1ccc([C@@H]2C=C(C(=O)O)O[C@H](OCCCCO)C2)cc1 | 5.0% | -7.2% | 5.6% |
| CNc1cncc(-c2cccc(C(=O)NCCN(C)C)c2)n1 | · | -1.1% | 0.8% |
| Nn1cnnc1N/N=C/c1cc(Br)cc(Br)c1O | 12.8% | ? | ? |
| COc1cc(OC)nc(Oc2cccc(Cl)c2C)n1 | · | 4.5% | 2.4% |
| Cc1cc(C)nc(SCCC(=O)N2CCOCC2)n1 | 1.9%[56.1 µM] | -4.2% | 2.6% |
| O=C(Nc1cccc(S(=O)(=O)N2CCCCC2)c1)c1c2c(nc3ccccc13)CCN(Cc1ccccc1)C2 | 4.2% | 18.4µM* | 20.6µM* |
| COc1cccc(NC(=O)c2ccncc2)c1 | 4.2% | -5.9% | -2.4% |
| CCc1cc(Cn2nc(C(=O)O)cc2-c2ccccc2)on1 | -2.1% | 0.8% | 10.9% |

Compound profiles (already shown):
Profile of `CC(C)(C)OC(=O)C[C@H]1C/C=C\C[C@H](CC(=O)N(CCO)Cc2ccccc2)C(=O)N[C@@H](Cc2ccccc2)COC1=O` = TDP1 inh = 1.6%; TDP1 cell noCPT = ?; TDP1 cell CPT = 16.4µM*
Profile of `O=c1[nH]c2ccccc2c(=O)c2ccccc12` = TDP1 inh = ·; TDP1 cell noCPT = -25.5%; TDP1 cell CPT = -7.4%

(continued)
| structure | TDP1 inh | TDP1 cell noCPT | TDP1 cell CPT |
| --- | --- | --- | --- |
| COc1cccc(Nc2nc3cc(Cl)c(Cl)cc3nc2-n2nc(C)cc2C)c1 | 2.5% | -0.6% | -14.8% |
| CCOc1cccc(C2C(C#N)=C(N)Oc3cc(C)n(Cc4ccccn4)c(=O)c32)c1OCC (configuration not stated) | 7.8% | -24.8% | -0.3% |
| CCCC(=O)Nc1cc(C)c(NC(=O)c2ccco2)cn1 | · | -6.0% | 7.3% |
| Cc1cccc(C)c1NC(=O)CSc1nnc(-c2cnccn2)n1C | -0.2% | 8.3% | 4.4% |
| COCCNC(=O)c1c[nH]c2cc(OC)c(OC)cc2c1=O | 2.1% | -15.9% | -4.7% |
| C=CCNC(=O)C1CC2c3ccccc3C1c1ccccc12 (configuration not stated) | · | ? | -16.5% |
| CCN(CC)c1ccc(N=Nc2nn(C)c(C)c2[N+](=O)[O-])cc1 | 11.3% | ? | -22.6% |
| CCN1CCc2nc3ccccc3c(C(=O)Nc3ccc(C#N)cc3)c2C1 | 4.9% | ? | ? |
| CC(=O)C1=C(O)C(=O)N(CCc2c[nH]c3ccccc23)C1c1ccco1 (configuration not stated) | 1.1% | -17.9% | -4.3% |
| COC(=O)COc1ccc(S(=O)(=O)NCc2cccnc2)cc1C | 7.2% | 2.2% | -3.1% |
| CCOc1ccc2[nH]c3c(N4CCN(C(=O)c5ccco5)CC4)ncnc3c2c1 | 5.9% | 13µM* | 16.4µM* |
| COc1ccc2c(c1)c1c(c(=O)n(Cc3ccccc3)c(=O)n1Cc1cc(C)ccc1C)n2C | -2.8% | -8.0% | 7.0% |
| Cc1cc(S(=O)(=O)Nc2ccc3c(c2)n(C)c(=O)n3C)ccc1F | 4.6% | 29.1µM* | 20.6µM* |
| Cc1cc(=O)[nH]c(N2CCN(C(c3ccccc3)c3ccccc3)CC2)n1 | 2.3% | ? | -9.8% |
| COc1ccc(-c2nc(CS(=O)CC(=O)NCc3ccco3)c(C)o2)cc1OC (configuration not stated) | 4.9% | ? | ? |
| Cc1cc(C(F)(F)F)n2ncc(-c3ccccc3)c2n1 | -1.1% | -3.9% | 2.8% |
| CC(=O)Nc1ccc(C(=O)N2CCCC(n3cc(C(=O)NCC(C)C)nn3)C2)cc1 (configuration not stated) | · | -6.0% | -0.1% |
| CSc1ccc(/C=N/N2CCN(C)CC2)cc1 | 5.9% | -0.3% | 17.9% |
| O=C(NCCc1ccc(Cl)cc1)c1cccs1 | 2.6% | -13.7% | -3.9% |
| Cc1cc(C(=O)NCC(c2ccco2)N(C)C)ccc1[N+](=O)[O-] (configuration not stated) | 3.9% | 4.9% | 11.7% |
| CCOC(=O)C1CCN(C(=O)Nc2ccc(OC)c(OC)c2)CC1 | -2.6% | -15.2% | 1.7% |
| NCCCn1c(C(=O)c2ccc(Cl)cc2)c2ccc([N+](=O)[O-])cc2[n+]1[O-] | 6.4% | 4.11µM* | 4.11µM* |
| O=[N+]([O-])c1ccccc1OCC(O)CN1CCN(CC(O)COc2ccccc2[N+](=O)[O-])CC1 (configuration not stated) | · | ? | -19.6% |
| O=C1COc2ccc(C(=O)COC(=O)Cc3ccc(Cl)cc3)cc2N1 | 0.0% | 17.9% | 1.0% |
| O=C(Nc1ccc2nc3ccccc3nc2c1)c1ccc(Br)cc1 | 0.0% | ? | 2.7% |

(further entries)
| structure | TDP1 inh | TDP1 cell noCPT | TDP1 cell CPT |
| --- | --- | --- | --- |
| O=C(COc1cccc2cccnc12)N1CCc2ccccc21 | 5.9% | -17.8% | -3.6% |
| Cc1ccc2c(=O)[nH]c(Cc3ccccc3C(=O)O)nc2c1 | · | 18.4µM* | ? |
| CCn1cc(C(=O)N2CCCCC2)c(=O)c2cc(S(=O)(=O)N3CCC(C)CC3)ccc21 | 2.9% | -0.1% | -3.5% |
| CC(Sc1nc2c(c(=O)[nH]1)CCCC2)C(=O)Nc1ccc(S(N)(=O)=O)cc1 (configuration not stated) | 1.0% | 4.7% | 0.1% |
| C[C@@H](C(=O)NC1CCCC1)N1C(=O)N2CCc3c([nH]c4ccccc34)[C@@]2(C)C1=O | · | ? | 20.6µM* |
| Brc1ccccc1/C=N/Nc1nc2ccccc2o1 | · | -21.9% | -26.5% |
| CN1CCc2c(sc3c2C(=O)NC(c2ccco2)N3)C1 (configuration not stated) | 6.2% | -2.0% | -15.7% |
| COCCN(Cc1ccccc1)C(=O)c1cccc(S(=O)(=O)N2CCN(c3ccc(F)cc3)CC2)c1 | · | 18.4µM* | ? |
| CCN(CC)Cc1c(C)[nH]c2ccc(NC(C)=O)cc2c1=O | · | 1.0% | 0.8% |
| O=C(Oc1ccc2c(c1)O/C(=C\c1ccncc1)C2=O)c1cccs1 | 1.4% | ? | ? |
| CCSc1nnc(NC(=O)[C@@H](NC(=O)c2ccccc2F)C(C)C)s1 | 2.6% | -20.4% | 0.6% |
| CCOC(=O)c1ccc(NC(=S)N2CCCC2c2ccc(OC)c(OC)c2)cc1 (configuration not stated) | 1.1% | ? | -5.0% |
| CCOC(=O)C1=CC[C@@H](c2ccco2)N(S(=O)(=O)c2ccc(C)cc2)[C@H]1C(=O)OCC | 1.1% | 18.4µM* | ? |
| Cc1cccc(-n2cnc(C(=O)NNC(=S)Nc3ccc(Cl)cc3)c2)n1 | 8.9% | 11.6µM* | 7.31µM* |
| C=CCNC(=S)Nc1ccc(Cl)c(S(=O)(=O)N2CCOCC2)c1 | 2.6% | -0.8% | ? |
| CCCCC(=O)N(C)c1c(C)nc2ccc(C(=O)N3CCN(C(=O)c4ccco4)CC3)cn12 | · | -13.3% | -22.8% |

Bioassay records (PubChem)
